PPARg SRC3 recr: PPARgamma agonists recruiting SRC-3 coactivator, primary screen, biochemical; biochemical PPARgamma/SRC-3 coactivator recruitment assay; activation, % at 8 µM; Peroxisome proliferator-activated receptor gamma (Homo sapiens), P37231; 200,000 tested, 0.26% active; in the data active means activation above about 23%;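 further: 0% = DMSO and 100% = reference agonist; some compounds past the cut are filed as inactive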
Target sequence (P37231 whole entry, looked up): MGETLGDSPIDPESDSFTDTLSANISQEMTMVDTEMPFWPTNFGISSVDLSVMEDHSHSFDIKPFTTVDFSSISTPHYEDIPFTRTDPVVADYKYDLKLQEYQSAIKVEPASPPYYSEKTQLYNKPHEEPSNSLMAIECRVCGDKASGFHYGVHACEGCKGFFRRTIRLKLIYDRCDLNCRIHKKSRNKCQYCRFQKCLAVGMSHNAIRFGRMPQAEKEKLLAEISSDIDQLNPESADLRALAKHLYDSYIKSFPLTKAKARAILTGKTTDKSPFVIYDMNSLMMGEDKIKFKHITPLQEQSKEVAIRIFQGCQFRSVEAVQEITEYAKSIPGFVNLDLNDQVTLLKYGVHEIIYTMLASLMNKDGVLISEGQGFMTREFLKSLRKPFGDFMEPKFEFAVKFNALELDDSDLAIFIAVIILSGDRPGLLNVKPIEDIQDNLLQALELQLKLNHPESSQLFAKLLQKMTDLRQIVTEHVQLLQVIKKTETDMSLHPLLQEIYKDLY
DTT redox prof: compounds producing H2O2 with reducing agent – biochemical, NIH compound library profiling, artefact control for MLSCN library redox annotation, primary screen | 200,000 tested, 0.03% active | DTT-dependent redox cycling H2O2, phenol red/HRP absorbance; 100% = 100 µM peroxide control, 0% = buffer | activation, % at 10 µM;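 active means activation of at least 50% relative to the plate's high and low controls in the primary single-dose screen; inactive means activation below 50%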;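 further: compound incubated with DTT at 0.8 mM final as the reducing agent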
TLR4 MyD88 comp: inhibitors of TLR4-MyD88 association in cells, primary screen, cell-based, HeLa CL3-4, BLA complementation, FRET ratio; Toll-like receptor 4 (Homo sapiens) + Myeloid differentiation primary response protein …; HeLa CL3-4 TLR4/MyD88 BLA complementation; inhibition, % at 8.4 µM; 200,000 tested, 0.18% active; in the data active means inhibition above about 25%;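 further: 0% = vehicle and 100% = reference inhibitor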
ROMK primary: ROMK potassium channel modulators, primary screen, cell-based, thallium flux, MLSMR library; 130,000 tested, 2% active; AID 1918, 2009; B-score at 10 µM; Tet-inducible ROMK, thallium flux fluorescence; actives lie on both sides;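 active means signal ratio slope over the read window, or its plate-corrected B-score, at least 3 SD from the plate mean, either direction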;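 further: B-score of the F/F0 ratio slope over 7 to 12 s after thallium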
Target sequence (P48048 whole entry, looked up): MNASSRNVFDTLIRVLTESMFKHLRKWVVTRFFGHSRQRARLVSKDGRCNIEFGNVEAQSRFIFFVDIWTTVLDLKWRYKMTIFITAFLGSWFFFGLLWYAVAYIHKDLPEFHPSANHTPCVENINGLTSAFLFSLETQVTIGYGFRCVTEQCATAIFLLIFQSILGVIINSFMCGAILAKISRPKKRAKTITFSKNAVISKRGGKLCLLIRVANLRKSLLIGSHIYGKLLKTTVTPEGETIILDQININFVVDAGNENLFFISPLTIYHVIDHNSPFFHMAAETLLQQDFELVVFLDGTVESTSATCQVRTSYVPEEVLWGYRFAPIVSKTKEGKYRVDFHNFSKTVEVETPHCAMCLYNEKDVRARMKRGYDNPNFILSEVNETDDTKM
Lmaj promast: Leishmania major promastigote growth inhibition, primary screen | Leishmania major promastigotes, resazurin fluorescence viability | 200,000 tested, 9% active | inhibition, % at 10 µM; in the data active means inhibition above about 50%;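 further: promastigotes grown with compound for 44 hours at 28 °C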
PPARg SRC-2 ag: agonists of PPARg-SRC-2 recruitment, primary screen, biochemical, HTS | Peroxisome proliferator-activated receptor gamma (Homo sapiens), P37231 | 200,000 tested, 0.34% active | AID 1032, 2008 | PPARgamma LBD-SRC-2 recruitment | activation, % at 8 µM; in the data active means activation above about 22%;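 further: 0% = vehicle and 100% = reference agonist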
PPARg SRC1 recr: PPARgamma agonists recruiting SRC-1 coactivator, primary screen, biochemical; Peroxisome proliferator-activated receptor gamma (Homo sapiens), P37231; PPARgamma-SRC-1 coactivator recruitment biochemical assay; activation, % at 8 µM; 200,000 tested, 0.41% active; AID 631, 2007; in the data active means activation above about 19%;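 further: 0% = DMSO and 100% = reference agonist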
bIAP inhibitor: bovine intestinal alkaline phosphatase inhibitors, primary screen, selectivity assay for TNAP inhibitor project, biochemical, bovine IAP, CDP-star luminescence | 190,000 tested, under 10 active | inhibition, % at 20 µM | alkaline phosphatase, intestinal [Bos taurus] | AID 1019, 2008 | purified bovine IAP, 30 min;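 active means over 50% inhibition of intestinal alkaline phosphatase at 20 µM in the single-dose screen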
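test system = bovine IAP enzyme | medium = DEA buffer 100 mM, pH 9.8, with MgCl2 1.0 mM, ZnCl2 0.02 mM | detection = luminescence | dosing = single compound dose of 20 µM, 2% DMSO final | incubation = 30 min reaction at room temperature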
S1P3 antag: S1P3 receptor antagonists, primary screen, cell-based; Sphingosine 1-phosphate receptor 3 (Homo sapiens), Q99500; AID 485, 2006; inhibition, % at 4.98 µM; 170,000 tested, 0.27% active; CHO S1P3 NFAT-BLA reporter, FRET fluorescence, antagonist mode;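 active means inhibition above the plate cutoff, the mean inhibition of test wells on that plate plus 3 SD, cut at about 28% in these data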;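 further: cells challenged with S1P at its EC80 of 0.8 µM; blue over green emission ratio from cleaved BLA substrate after 4 h stimulation; 0% = S1P-stimulated wells and 100% = unstimulated DMSO-only wells; some compounds past the cut are filed as inactive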
bIAP act: bovine intestinal alkaline phosphatase activators, primary screen, biochemical, bovine IAP, CDP-star luminescence; purified bovine IAP, 30 min; active compounds read high; fold of DMSO-control signal, blank-subtracted; AID 1016, 2008; activation factor at 20 µM; alkaline phosphatase, intestinal [Bos taurus]; 200,000 tested, 0.17% active;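 active means activation factor of 2 or more at 20 µM, a signal rise over negative controls twice the positive control's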
TR-FRET SRC-2 ct: TR-FRET signal artefacts, primary screen, artefact control for PPARgamma SRC-2 agonist project, biochemical | AID 1049, 2008 | 200,000 tested, 0.4% active | TR-FRET artefact counter-screen; active compounds read high | TR-FRET ratio at 8 µM; in the data active means TR-FRET ratio above about 2000; further: inactives centre near 1500
* hit, by the source's call; nt = not tested or not shown.

no.	canonical_smiles	PPARg SRC3 recr	DTT redox prof	TLR4 MyD88 comp	ROMK primary	Lmaj promast	PPARg SRC-2 ag	PPARg SRC1 recr	bIAP inhibitor	S1P3 antag	bIAP act	TR-FRET SRC-2 ct
1	O=C1C2C3C=CC(C4CC34)C2C(=O)N1c1ccc2c(c1)OCO2 (stereo not drawn)	2	-0.2	3	-0.095	1	-1	-9	4	-15	1	1504
2	CCn1c(SCc2ccc(C(=O)Nc3nccs3)cc2)nnc1-c1ccc(NC(C)=O)cc1	3	-5.0	10	0.26	-4	6	2	0	nt	1	1489
3	Cc1nc2ccc(C(=O)N3CCN(c4ccccc4)CC3)cc2s1	-7	0.6	11	0.12	-9	11	3	-23	nt	1.2	1677
4	CC(C)N1CC=C2C(C#N)=C(N)C(C#N)(C#N)[C@H](c3ccoc3)[C@H]2C1	0	2.0	2	nt	-2	14	5	19	nt	0.8	1649
5	Cc1cccc(NC(=S)NCc2cccn2C)c1	8	0.1	12	0.3	11	3	2	4	nt	1	1522
6	C/C(=N\NC(=O)CCc1ccccc1)c1ccc(Br)cc1	7	-1.8	-1	1.3	-5	10	1	0	-1	1	1783
7	O=C(CSc1nnnn1-c1ccc(O)cc1)Nc1ccc(N2CCOCC2)c(Cl)c1	-2	0.0	1	nt	50	8	2	0	nt	1	1465
8	Cn1c(C(=O)N2CCC(C(=O)N3CCOCC3)CC2)cc2sccc21	1	0.0	-10	nt	-5	-9	-5	5	-3	1	1495
9	CCOC(=O)c1cnn(-c2nc(-c3ccc(F)cc3)cs2)c1C(F)(F)F	11	-8.9	-19	nt	-4	8	-2	3	nt	1	1577
10	CCC(C(=O)OCC(=O)Nc1ccc(Cl)c(S(=O)(=O)N(C)C)c1)c1ccccc1 (stereo not drawn)	2	0.2	-3	nt	62*	-1	1	33	-6	0.7	1557
11	O=C(O)c1nn(-c2ccc(Cl)cc2)ccc1=O	-8	2.8	-17	nt	0	6	-5	12	nt	0.9	1405
12	Cc1ccc(C(=O)Nn2cnnc2)cc1[N+](=O)[O-]	-2	0.9	-9	nt	-7	4	5	nt	nt	nt	1631
13	Nc1cc(-c2ccc(Cl)cc2)nn1S(=O)(=O)c1ccccc1	0	-3.4	-1	nt	-3	11	9	4	nt	1	1711
14	CC(=O)c1cccc(NC(=O)CN(c2ccccc2)S(C)(=O)=O)c1	-3	0.2	-14	nt	20	3	-8	-2	-25	1	1472
15	Cc1ccc(OC(=O)C2c3ccccc3Oc3ccccc32)cc1C	1	-0.3	-2	nt	20	-3	-1	-12	-3	1.1	1403
16	O=C(NCc1ccccc1)C1=C[C@@H](c2ccc(Br)cc2)C[C@@H](OCCCCO)O1	3	-2.2	-5	nt	11	-3	9	-9	-9	1.1	1384
17	O=C(CSC1=Nc2ccccc2C2CC=NN12)Nc1ccc(F)cc1Cl (stereo not drawn)	0	1.2	-1	-0.61	9	7	4	-6	-2	1.1	1561
18	Fc1cc(F)cc(NC(=S)Nc2ccccc2N2CCOCC2)c1	3	0.1	-26	-0.76	10	4	5	10	-18	0.9	1503
19	CC1(C)[C@H]2CC=C(CN3CCC(N4CCC(C(=O)N5CCCC5)CC4)CC3)[C@@H]1C2	0	-0.2	7	-0.45	89*	-1	-4	-9	6	1.1	1499
20	CC(OC(=O)c1cc2sccc2n1C)C(=O)NCCc1ccccc1 (stereo not drawn)	9	-8.1	8	nt	0	3	14	-3	-26	1	1583
21	O=C(O)c1ccc(S(=O)(=O)Nc2ccc(F)c(Cl)c2)cc1	9	0.3	-21	nt	-7	16	-3	0	-5	1	1813
22	O=C(CSc1ncn[nH]1)N(C1CCCCC1)C1CCCCC1	-1	0.2	4	0.78	4	12	2	-7	nt	1.1	1554
23	CCOc1ccc(C(=O)CN2CCN(S(=O)(=O)c3ccc(F)cc3)CC2)cc1	5	0.6	6	1.2	7	14	3	-4	-21	1	1550
24	CCCCn1c(NCc2ccccc2O)nc2ccccc21	10	-0.2	-2	nt	35	3	-2	25	-6	0.8	1439
25	Oc1oc(-c2cccc3ccccc23)nc1C=NCc1ccccc1	-2	0.6	3	0.15	-6	-2	4	nt	4	nt	1744
26	CCOC(=O)c1oc2ccccc2c1NC(=O)CN1CCOCC1	6	-0.6	-4	nt	7	3	3	5	1	1	1673
27	CC(C)c1ccc(S(=O)(=O)N2CCN(C(=O)c3ccco3)CC2)cc1	6	-0.1	0	-0.68	-4	3	1	-6	9	1.1	1634
28	COc1ccc(CCNC2=NCCS2)cc1	-4	0.5	-6	nt	-5	0	-7	4	2	1	1413
29	Cc1ccc(NC(=O)CC2C(=O)NCCN2C(=S)Nc2ccccc2)c(C)c1 (stereo not drawn)	4	0.5	10	nt	-5	8	3	7	-12	0.9	1720
30	CN(CC(=O)Nc1ccc(N2CCOCC2)cc1)CC(=O)Nc1ccccc1C#N	-2	0.4	5	nt	-4	2	0	20	15	0.8	1691
31	O=C(N[C@@H](Cc1c[nH]c2ccccc12)C(=O)O)c1ccc(Cl)cc1	-4	0.4	1	1.3	-5	-9	0	-18	-16	1.2	1502
32	Cc1ccc(C(=O)NNC(=O)c2ccccc2-n2cccc2)cc1	5	-0.1	-12	-1.7	-13	-2	10	-24	10	1.2	1498
33	O=C(c1ccccc1)c1ccc(COC(=O)c2cnccn2)cc1	2	-0.8	10	-1.1	-9	-3	4	-7	8	1.1	1440
34	Cc1ccc(NC(=O)c2cc(N3C(=O)C4CC=CCC4C3=O)ccc2N2CCOCC2)cc1Cl (stereo not drawn)	-6	2.3	-10	nt	0	7	-1	3	nt	1	1500
35	COc1ccc2c(c1)[nH]c1c(=O)n(CCCN3CCOCC3)cnc12	8	0.2	2	0.4	1	13	3	15	nt	0.9	1796
36	Cc1ccccc1S(=O)(=O)Cc1ccc(C(=O)N2CCN(c3cccc(C)c3C)CC2)o1	4	-0.5	-6	nt	40	5	2	3	-7	1	1391
37	O=C(COc1ccc(F)cc1)NCC1CCCO1 (stereo not drawn)	-8	1.4	-7	0.83	1	1	4	13	nt	0.9	1346
38	CCOC(=O)C(=O)Nc1ccc(F)cc1	-9	0.2	-2	-0.52	-6	1	-2	5	nt	0.9	1381
39	CCOC(=O)c1c(-c2ccccc2)nnn1-c1nc(OCC)nc(N2CCCCC2)n1	-3	-0.3	-8	nt	18	7	-2	1	0	1	1481
40	O=C(c1cc2ccccc2oc1=O)N1CCCC1	3	-0.5	-1	nt	0	15	2	12	-10	0.9	1610

2 records drawn at random from the list so far:
no.	canonical_smiles	PPARg SRC3 recr	DTT redox prof	TLR4 MyD88 comp	ROMK primary	Lmaj promast	PPARg SRC-2 ag	PPARg SRC1 recr	bIAP inhibitor	S1P3 antag	bIAP act	TR-FRET SRC-2 ct
36	Cc1ccccc1S(=O)(=O)Cc1ccc(C(=O)N2CCN(c3cccc(C)c3C)CC2)o1	4	-0.5	-6	nt	40	5	2	3	-7	1	1391
32	Cc1ccc(C(=O)NNC(=O)c2ccccc2-n2cccc2)cc1	5	-0.1	-12	-1.7	-13	-2	10	-24	10	1.2	1498

(listing goes on)
no.	canonical_smiles	PPARg SRC3 recr	DTT redox prof	TLR4 MyD88 comp	ROMK primary	Lmaj promast	PPARg SRC-2 ag	PPARg SRC1 recr	bIAP inhibitor	S1P3 antag	bIAP act	TR-FRET SRC-2 ct
41	CCN(CC)S(=O)(=O)c1ccc(C)c(C)c1	1	0.2	2	-0.09	-2	0	1	18	nt	0.8	1481
42	O=C(c1ccccc1)c1cc([N+](=O)[O-])ccc1N1CCCC1	-8	0.3	7	nt	12	-3	-6	8	-11	0.9	1370
43	CCOC(=O)c1[nH]c2ccc(OC)cc2c1NC(=O)N1CCOCC1	2	1.7	-3	nt	2	14	0	2	-34	1	1440
44	COc1cccc(C2=NOC(C(=O)NCc3ccco3)C2)c1 (stereo not drawn)	-8	-0.4	-6	5*	-2	1	-6	0	-8	1	1474
45	COC(=O)c1cc(=O)nc2sccn12	7	0.2	-4	0.21	0	2	0	8	nt	0.9	1657
46	Cc1cccc(C)c1NC(=S)N(Cc1ccccc1)Cc1cccnc1	2	-1.2	-12	-0.17	89*	3	11	-3	-10	1	1637
47	CCCCCC(/C=N/Nc1ccc(S(=O)(=O)N2CCOCC2)cc1[N+](=O)[O-])=C\c1ccccc1	9	0.8	5	0.38	-2	12	9	43	nt	0.6	1653
48	CCc1cccc(CC)c1NC(=S)Nc1ccccc1	4	0.6	5	0.58	12	-1	1	12	-7	0.9	1633
49	Cc1cc(C)n(Cc2n[nH]c(=S)n2Cc2ccccc2)n1	-1	2.8	1	nt	-5	1	0	10	nt	0.9	1639
50	Cc1ccc(S(=O)(=O)N2CCN(C(=O)CCC(=O)NCc3ccc(F)cc3)CC2)cc1	5	-0.1	-3	0.058	10	6	4	-4	-8	1	1630
51	COc1ccc([N+](=O)[O-])cc1N(CC(=O)Nc1ccccc1C(=O)N1CCCC1)S(C)(=O)=O	5	0.3	-11	0.21	-1	6	4	0	-32	1	1497

Screening data from PubChem.
